Screening data from PubChem BioAssay.
Tb PFK block – blocks T. brucei phosphofructokinase; Potency, µM (series often up to 57.5 µM), inactives show at the top dose activity, negative = inhibition, hits mostly inhibitors; O15648; T. brucei PFK, ADP-Glo luminescence; actives 0.17% (n = 330,000);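 also: potency is read from the fitted curve at half-maximal effect; 0% = uninhibited 1x PFK enzyme wells and -100% = no-enzyme wells; nearly all actives have a fitted effect of over 60% in size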
Target sequence (O15648 whole entry, looked up): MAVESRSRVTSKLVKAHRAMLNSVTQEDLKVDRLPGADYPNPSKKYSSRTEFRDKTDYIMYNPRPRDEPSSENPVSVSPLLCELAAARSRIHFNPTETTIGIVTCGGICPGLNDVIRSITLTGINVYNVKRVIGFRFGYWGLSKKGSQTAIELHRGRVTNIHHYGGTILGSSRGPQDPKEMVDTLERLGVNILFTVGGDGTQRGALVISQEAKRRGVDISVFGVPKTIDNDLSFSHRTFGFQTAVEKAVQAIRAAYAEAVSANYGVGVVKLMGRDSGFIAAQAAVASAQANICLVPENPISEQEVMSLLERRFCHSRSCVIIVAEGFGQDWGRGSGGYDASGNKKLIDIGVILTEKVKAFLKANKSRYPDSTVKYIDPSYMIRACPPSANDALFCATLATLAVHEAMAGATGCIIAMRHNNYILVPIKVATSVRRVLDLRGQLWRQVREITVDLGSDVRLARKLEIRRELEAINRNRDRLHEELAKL
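Luminescent ADP detection (ADP-Glo, two-step: ATP depletion then ADP-to-ATP conversion for luciferase) reported PFK activity after 45 min room-temperature reaction of 1.25 nM enzyme with 0.5 mM F6P and 0.1 mM ATP at pH 8.0.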
PTAP TSG101 blk – blocks PTAP/TSG101 interaction to inhibit HIV-1 budding | Potency, µM (doses to about 115 µM), inactives show at the highest dose activity change, negative = inhibition, hits mostly inhibitors | Q99816 | AID 493005 | Fluorescence polarization, FITC-PTAP peptide / Tsg101 binding | 340,000 tested, under 10 active; active = well fitted inhibition curve with a large enough effect in the main read-out, with a control signal flat, not every such curve was filed as active; inconclusive = small, poorly fitted or top-dose-only effect, or effect the other way, or a change in a side signal; inactive = no such curve, though single readings can be large or run the other way; also: potency is read from the fitted curve at half-maximal effect; % of control where 0% means no effect
Target sequence (Q99816 whole entry, looked up): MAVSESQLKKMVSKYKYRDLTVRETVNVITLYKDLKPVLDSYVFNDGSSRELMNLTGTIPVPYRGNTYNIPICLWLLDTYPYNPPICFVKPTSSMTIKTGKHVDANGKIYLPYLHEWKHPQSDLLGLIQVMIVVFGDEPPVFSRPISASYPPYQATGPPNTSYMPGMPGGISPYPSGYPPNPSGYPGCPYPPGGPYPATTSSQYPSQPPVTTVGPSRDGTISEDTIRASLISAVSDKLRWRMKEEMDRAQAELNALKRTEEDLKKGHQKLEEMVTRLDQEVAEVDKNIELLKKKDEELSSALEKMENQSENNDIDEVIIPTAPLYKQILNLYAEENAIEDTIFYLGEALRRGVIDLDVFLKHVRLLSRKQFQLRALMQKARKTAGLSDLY
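Steps: Tsg101 binding domain dispensed (10 uM final), compounds pinned in DMSO, FITC-labeled PTAP-motif peptide added (50 nM final); after 20 min binding at room temperature, polarization measured.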
Chronic BCR inh – chronic active BCR signaling inhibition. Potency, µM (highest dose often 46.1 µM), for inactives: at the highest dose ratio change, negative = lower green/red ratio, most hits filed as inhibitors. actives 0.05% (n = 340,000). ABC-DLBCL IkBa-CBG/CBR reporter, luminescence ratio, 4 h; active = well fitted inhibition curve with a large enough effect in the signal ratio, with a control signal flat, not every such curve was filed as active; inconclusive = small, poorly fitted or top-dose-only effect, or effect the other way, or a change in a side signal; the % refers to the signal ratio;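 also: potency is read from the fitted curve at half-maximal effect; plate controls were basal doxycycline-induced cells for no effect and cells given 10 µM MG132 for full effect; MG132 reads +100%, hits lower the ratio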
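Doxycycline induced both beetle luciferases in TMD8 lymphoma cells; IKK-driven degradation limits the IkappaBalpha-fused green signal, while red luminescence normalises for cell number and nonspecific effects. Compounds tested up to 46 uM, 4 hrs.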
Menin MLL FP TR – menin-MLL binding inhibition, Texas Red mutant peptide; O00255; Menin + Texas Red MLL mutant peptide, fluorescence polarization; Potency, µM (series often up to 61.6 µM), inactives show top-dose FP activity change, negative = inhibition, most hits filed as inhibitors; actives 0.23% (n = 270,000); active = well fitted inhibition curve with a large enough effect in the polarisation, with a control signal flat, not every such curve was filed as active; inconclusive = small, poorly fitted or top-dose-only effect, or effect the other way, or a change in a side signal; inactive = no such curve, though single readings can be large or run the other way; the % refers to the polarisation; also: potency is read from the fitted curve at half-maximal effect; % of control where 0% means no effect; many of its hits are not listed in these tables
Coupling enz – counter-screen for Giardia aldolase inhibitors: coupling enzyme system; AID 2472; activity change, negative = inhibition, % at 58.2 µM, hits read low; actives 0.67% (n = 290,000); coupling enzyme system counterscreen, AmpLite Red fluorescence; in the data active = activity change below about -30%; also: % is scaled to controls: 0 for no effect and ±100 for the full control effect
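Fluorescence at 525 nm excitation and 598 nm emission measured inhibition of the coupled detection system without aldolase. Compounds (at 57.5 uM final) were preincubated 10 min at room temperature with coupling enzyme reagent before a 20 min substrate/AmpLite Red step.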
B2AR arrestin – recruits beta-arrestin to the human beta2-adrenergic receptor. actives 0.02% (n = 330,000). beta-arrestin recruitment to beta2AR, cell-based reporter. Potency, µM (top dose mostly 46.1 µM), inactives show at the top dose activation, hits mostly activators. P07550;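 also: potency is read from the fitted curve at half-maximal effect; 0% = DMSO controls and full agonism = EC100 isoproterenol or metaproterenol; nearly all actives have a fitted effect of over 65% in size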
Giardia kill – kills Giardia lamblia; AID 540267; activity change, % at 7.66 µM, hits read low; Giardia lamblia trophozoite viability; actives 0.15% (n = 340,000); in the data active = activity change below about -80%; inconclusive = between about -30% and that limit;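 also: parasites exposed to compound for two days anaerobically before the ATP read; % is scaled to controls: 0 for no effect and ±100 for the full control effect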
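ATP-content bioluminescence gauges trophozoite survival. Cells (100/well) receive compound and incubate anaerobically for 48 hrs at 37 deg C; detection reagent follows for 15-30 min at room temperature.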
Integrin act MD – activates integrin-mediated alleviation for muscular dystrophy; actives 0.064% (n = 350,000); alpha7betagal myoblasts, beta-gal FDG fluorescence, 48 h; Potency, µM (highest dose often 38.3 µM), for inactives: at the top dose activation, hits mostly activators; AID 624291;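 also: potency is read from the fitted curve at half-maximal effect; 100% = response of the positive control SU9516; nearly all actives have a fitted effect of over 60% in size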
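Alpha7betagal+/- myoblasts (passage 13) were plated 16-24 hr, then exposed to compounds (1:260 dilution of DMSO stock) for 48 hours at 37C. After MPER lysis, β-galactosidase reporter activity was read as FDG fluorescence (ex 480/em 540) after 30 minutes.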
PKM2 activator – activators of human pyruvate kinase M2; actives 0.34% (n = 260,000); P14618; Potency, µM (series often up to 57.5 µM), for the others: at the top dose activation, usual class: activators; AID 1631; purified PKM2, Kinase-Glo ATP luminescence, activation; response scale: 0% is enzyme alone, no compound; also: potency is read from the fitted curve at half-maximal effect; % is scaled to controls: 0 for no effect and ±100 for the full control effect; nearly all actives have a fitted effect of over 55% in size
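Purified hPK-M2 (>95%) run at intermediate activity with 0.1 mM ADP and 0.5 mM PEP in 50 mM imidazole pH 7.2, KCl, MgCl2; 1 h room temperature. ATP formed read by Kinase-Glo luminescence; normalized to uninhibited and no-enzyme controls.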
ASM inhibitor – blocks human secretory acid sphingomyelinase | P17405 | placental ASM, HMU-PC fluorogenic substrate, 60 min | Potency, µM (top dose mostly 57.5 µM), for inactives: top-dose activity change, negative = inhibition, most hits filed as inhibitors | actives 0.006% (n = 340,000) | AID 504937; also: potency is read from the fitted curve at half-maximal effect
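Fluorogenic HMU-PC substrate (9 uM final) is turned over by placental ASM in 60 min at 37 C after a 10 min compound preincubation. Reaction ended by alkaline stop (pH 10), with fluorescence read at 386/447 nm.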
GALK inh – blocks human galactokinase activity | AID 1868 | Potency, µM (highest dose often 57.5 µM), inactives show top-dose activity change, negative = inhibition, most hits filed as inhibitors | actives 0.007% (n = 270,000) | Purified GALK, Kinase-Glo residual ATP luminescence | P51570; also: potency is read from the fitted curve at half-maximal effect; % is scaled to controls: 0 for no effect and ±100 for the full control effect
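Compounds were pin-transferred into ATP buffer (35 uM final), then GALK plus galactose (5 nM, 100 uM final) was added. After 1 h at room temperature, Kinase-Glo Plus was added and luminescence read after 10 min.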
An asterisk follows results filed as active; & = joins results of further samples; [ ] = another dose, or the depositor's remark. Unless noted, calls follow the shape of the dose curve; as a rule, active = well fitted curve in the direction sought with a large enough effect; inconclusive = small, poorly fitted or top-dose-only effect, or another doubt; inactive = no such curve, though single readings can be large; an effect the other way counts as inactive or inconclusive. The list is partial, so the mix of outcomes need not match the whole.

`CC1CCCN(C(=O)CSc2nnc3ccccn23)C1` (stereo unspecified) gave Tb PFK block 0%, PTAP TSG101 blk -7%, Chronic BCR inh 2%, B2AR arrestin -1.2%, Giardia kill 1, Integrin act MD 3% and ASM inhibitor -3%.
CCN(CC)CCNC(=O)c1c(O)c2cccc3c2n(c1=O)CCC3 was read as Tb PFK block -2%, PTAP TSG101 blk -2%, Chronic BCR inh inconclusive, Menin MLL FP TR -17%, Coupling enz -8, B2AR arrestin -0.6%, Giardia kill 20, Integrin act MD -30%, PKM2 activator -11%, ASM inhibitor -2% and GALK inh 4%.
`CC(C)Cn1c(C(C)C)nc([N+](=O)[O-])c1S(=O)(=O)c1ccc(F)cc1` gave Tb PFK block 1%, PTAP TSG101 blk -6%, Chronic BCR inh inconclusive, Menin MLL FP TR -10%, Coupling enz 1, B2AR arrestin 1.0%, Giardia kill 6, Integrin act MD -65%[inhibitor], PKM2 activator 1%, ASM inhibitor 0% and GALK inh -2%.
COc1ccc(-n2c(C)nn(C)c2=O)cc1 was read as Tb PFK block 0%, PTAP TSG101 blk 0%, Chronic BCR inh 3%, Menin MLL FP TR -21%, Coupling enz 0, B2AR arrestin -0.8%, Giardia kill -5, Integrin act MD 4%, PKM2 activator -9%, ASM inhibitor 1% and GALK inh -3%.
Screening COCCCn1c(SCCc2ccccc2)nc2cc(OC)c(OC)cc2c1=N returned Tb PFK block -1%, PTAP TSG101 blk -11%, Chronic BCR inh 17%, Menin MLL FP TR 4%, Coupling enz 2, B2AR arrestin -0.2%, Giardia kill -18, Integrin act MD -26%, PKM2 activator -16%, ASM inhibitor inconclusive and GALK inh 3%.
Screening Cc1cc(C)n2nc(SCC(=O)Nc3ccccc3F)nc2n1 returned Tb PFK block -7%, PTAP TSG101 blk 1%, Chronic BCR inh -6%, B2AR arrestin -0.9%, Giardia kill -2, Integrin act MD -8% and ASM inhibitor 4%.
For CN(Cc1cccnc1)Cc1cn(C)nc1-c1cccc(Cl)c1 the results were Tb PFK block 0%, PTAP TSG101 blk -4%, Chronic BCR inh 0%, Menin MLL FP TR 10%, Coupling enz 0, B2AR arrestin -0.1%, Giardia kill inconclusive, Integrin act MD 9%, PKM2 activator 1%, ASM inhibitor 1% and GALK inh 0%.
`Cc1ccc(Cn2cccc(NC(=O)c3ccco3)c2=O)cc1` gave Tb PFK block -2%, PTAP TSG101 blk -1%, Chronic BCR inh -4%, Menin MLL FP TR 6%, Coupling enz 1, B2AR arrestin 0.4%, Giardia kill -16, Integrin act MD -17%, PKM2 activator -3%, ASM inhibitor 1% and GALK inh 4%.
`COc1cccc(NC(=O)CN(C)C(=O)Cn2cnc3ccccc3c2=O)c1` gave Tb PFK block 0%, PTAP TSG101 blk 1%, Chronic BCR inh -11%, B2AR arrestin -0.3%, Giardia kill -15, Integrin act MD 6% and ASM inhibitor 0%.
`O=C(CC1CCCCC1)NCC1CCCO1` (stereo unspecified) gave PTAP TSG101 blk -5%, Menin MLL FP TR 3%, Coupling enz 5, Giardia kill 17, Integrin act MD 3%, PKM2 activator -2%, ASM inhibitor 0% and GALK inh 3%.
`O=C(CCc1ccccc1)N1CCN(Cc2ccc(F)cc2Cl)CC1` gave Tb PFK block -1%, PTAP TSG101 blk -4%, Chronic BCR inh -2%, Menin MLL FP TR inconclusive, Coupling enz 5, B2AR arrestin 0.0%, Giardia kill -1, Integrin act MD 41%, PKM2 activator -1%[11.5 µM], ASM inhibitor 0% and GALK inh -6%.
`COc1ccc(CCNCc2ccc(OCc3ccc(Cl)nc3)c(OC)c2)cc1OC` gave Tb PFK block 0%, PTAP TSG101 blk -3%, Chronic BCR inh 9%, Menin MLL FP TR -13%, Coupling enz -1, B2AR arrestin 0.1%, Giardia kill 4, Integrin act MD -42%[inhibitor], PKM2 activator -1%, ASM inhibitor 0% and GALK inh 0%.
For CCC(C)(C(=O)NC1CCCC1)N(Cc1ccco1)C(=O)Cc1cccs1 (stereo unspecified) the results were Tb PFK block 6%, PTAP TSG101 blk -11%, Chronic BCR inh -1%, Menin MLL FP TR -5%, Coupling enz 4, B2AR arrestin 0.1%, Giardia kill 11, Integrin act MD 0%, PKM2 activator 1%, ASM inhibitor 8% and GALK inh -1%.
`CCN(CC)CCC(c1ccc2c(c1)OCO2)c1c(OC)cc(OC)c2c(-c3ccccc3)cc(=O)oc12` (stereo unspecified) gave Tb PFK block 2%, PTAP TSG101 blk -2%, Chronic BCR inh -7%, Menin MLL FP TR inconclusive, Coupling enz 1&1, B2AR arrestin -0.4%, Giardia kill -7&-3, Integrin act MD -45%, PKM2 activator -3%, ASM inhibitor -10% and GALK inh 4%.
For O=C(CCCC1=NS(=O)(=O)c2ccccc2N1)OCc1ccc(Cl)cc1 the results were Tb PFK block -5%, PTAP TSG101 blk -5%, Chronic BCR inh 10%, B2AR arrestin 0.0%, Giardia kill -3, Integrin act MD 12%, ASM inhibitor -6% and GALK inh 5%.
O=C(O)CC(=O)Nc1ccccc1C(=O)O was read as Tb PFK block 0%, PTAP TSG101 blk -1%, Chronic BCR inh 15%, Menin MLL FP TR 8%, Coupling enz 1, B2AR arrestin -0.7%, Giardia kill 11, Integrin act MD 2%, PKM2 activator -1%, ASM inhibitor -1% and GALK inh -2%.
For COc1ccc(Nc2nc(C)cc(C)n2)cc1Cl the results were Tb PFK block 2%, PTAP TSG101 blk 2%, Chronic BCR inh inconclusive, Menin MLL FP TR -27%, Coupling enz 0, B2AR arrestin -0.7%, Giardia kill 10, Integrin act MD inconclusive, PKM2 activator -2%, ASM inhibitor 0% and GALK inh 6%.
`O=C(NN1C(=O)c2ccc(-c3ccc4c(c3)C(=O)N(NC(=O)c3cccnc3)C4=O)cc2C1=O)c1cccnc1` gave Tb PFK block inconclusive, PTAP TSG101 blk -3%, Chronic BCR inh -5%, Menin MLL FP TR 17%, Coupling enz 2, B2AR arrestin 0.3%, Giardia kill -20, Integrin act MD 8%, PKM2 activator 6%, ASM inhibitor -1% and GALK inh -1%.
For COc1ccc2c(CN(C)c3ccccc3)cc(=O)oc2c1 the results were Tb PFK block -8%, PTAP TSG101 blk -1%, Chronic BCR inh 15µM*, Menin MLL FP TR -6%, Coupling enz -21, B2AR arrestin 0.2%, Giardia kill 24, Integrin act MD -22%, PKM2 activator -6%, ASM inhibitor -7% and GALK inh -4%.
`CC(C)=CCN1CCN(Cc2cccn2-c2ncccn2)CC1CCO` (stereo unspecified) gave Tb PFK block 1%, PTAP TSG101 blk -2%, Chronic BCR inh -2%, Menin MLL FP TR -1%, Coupling enz 2, B2AR arrestin -0.1%, Giardia kill 3, Integrin act MD -14%, PKM2 activator -2%, ASM inhibitor 1% and GALK inh 5%.
`O=S(=O)(c1ccc(Br)cc1)c1nc(-c2ccccc2)oc1NCCN1CCOCC1` gave Tb PFK block 1%, PTAP TSG101 blk -3%, Chronic BCR inh -2%, B2AR arrestin 0.0%, Giardia kill -5, Integrin act MD 12%, PKM2 activator 1% and GALK inh -3%.
Screening COC(=O)c1c(C)oc(C)c1S(=O)(=O)NCc1ccc(Cl)cc1 returned Tb PFK block 2%, PTAP TSG101 blk -5%, Chronic BCR inh -2%, Coupling enz -2, B2AR arrestin -0.6%, Giardia kill 5, Integrin act MD inconclusive, PKM2 activator -2% and ASM inhibitor 0%.
Screening C/C=C/c1ccc(OCCOc2ccc(C=O)cc2OC)c(OC)c1 returned Tb PFK block -2%, PTAP TSG101 blk 1%, Chronic BCR inh 8%, Menin MLL FP TR -15%, Coupling enz -1, B2AR arrestin -0.8%, Giardia kill -2, Integrin act MD 0%, PKM2 activator -9%, ASM inhibitor -10% and GALK inh 0%.
O=C(Cn1cnc2ccccc21)c1ccccc1 was read as Tb PFK block -3%, PTAP TSG101 blk 0%, Chronic BCR inh 1%, Menin MLL FP TR 0%, Coupling enz 0, B2AR arrestin -0.7%, Giardia kill 2, Integrin act MD -22%, PKM2 activator 18%, ASM inhibitor -1% and GALK inh -2%.
`Cc1ccc(S(=O)(=O)N2CCCC2C(=O)OCc2nc3sc(C)c(C)c3c(=O)[nH]2)cc1` (stereo unspecified) gave Tb PFK block 4%, PTAP TSG101 blk -4%, Chronic BCR inh inconclusive, Menin MLL FP TR -14%, Coupling enz 0, B2AR arrestin -1.4%, Giardia kill 1, Integrin act MD 15%, PKM2 activator -10%, ASM inhibitor -8% and GALK inh -3%.
